Compound activity as filed in PubChem.
NCI-60 one-dose screen, 48 h, at 10 µM unless noted. Numbers give growth in % (100 = growth as untreated, 0 = no growth, -100 = all killed).
MDA-MB-468 = MDA-MB-468 breast cancer; hit rate 8.5% among 78,000; AID 2202374
MCF7 = MCF7 breast cancer. hit rate 6.3% among 82,000
K-562 = K-562 leukemia; hit rate 7.4% among 78,000; AID 1794777
BT-549 = BT-549 breast cancer. hit rate 4.4% among 78,000
MDA-MB-435 = MDA-MB-435 melanoma | hit rate 7.8% among 82,000
SR = SR leukemia cells. hit rate 8.7% among 73,000. AID 1794780
MOLT-4 = MOLT-4 leukemia cells; hit rate 6.9% among 80,000; AID 1794779
MDA-MB-231 = MDA-MB-231 breast cancer; hit rate 5% among 81,000
* = called active by the depositor; / = not tested or not shown; & = joins results of further samples. How the source made its calls: active means growth percent below 10; inactive means the rest. Rows were taken by chance (roughly 15% active in at least one column).

canonical_smiles	MDA-MB-468	MCF7	K-562	BT-549	MDA-MB-435	SR	MOLT-4	MDA-MB-231
O=[N+]([O-])c1cc(C(F)(F)F)ccc1SSc1ccc(C(F)(F)F)cc1[N+](=O)[O-]	108	91	110	/	124	/	101	105
CCCc1cc2cc(-n3nc(CC)c4c3CC(C)(C)CC4=O)cc(NC3CCC(O)CC3)c2c(=O)[nH]1 (centres undefined)	-23*	18	11	39	0.0*	0.9*	15	7.6*
CCCCCC(C(C)=O)C(C)=O	104	90	110	115	100	104	121	110
CCCCC1COc2cccc3c(SCC(=O)N(C)c4ccc(OC(F)(F)F)cc4)cc[n+]1c23 (centres undefined)	107	97	101	136	106	104	102	118
N#CC1(C#N)C(c2c(F)cccc2Cl)C1(C#N)C#N	99	90	100	102	99	112	101	99
O/N=C(/CN1CCN(c2ccccc2)CC1)c1ccc(Cl)cc1	105	82	98	103	99	96	104	124
O=C1c2ccc3ccccc3c2CCC1C1([n+]2ccccc2)CCc2c(ccc3ccccc23)C1=O (centres undefined)	60	112	85	79	100	93	76	91
C(=N\N1CCCCCC1)/c1c2ccccc2cc2ccccc12	100	101	110	90	90	105	100	102
C[N+](C)(C)c1ccc(CC2c3ccccc3-c3ccccc32)cc1	-24*	84	71	59	90	85	76	75
CS(=O)(=O)Nc1cccc(-c2nc3ccccc3n2Cc2ccc(Cl)cc2)c1	92	88	83	89	95	89	89	85
O=c1nc2s/c(=C\c3ccco3)c(=O)n2c2nc(-c3ccccc3)c(-c3ccccc3)nc12	/	99	69	114	109	102	88	96
O=C(O)c1cn(C2CC2)c2cc(N3CCN(C(=O)CSc4nc(NS(=O)(=O)c5ccc(Cl)cc5)cc(=O)[nH]4)CC3)c(F)cc2c1=O	104	/	/	100	91	/	/	101
S=C(Nc1ccc(Cl)cc1)Nc1ccc(Cl)cc1 (tested in a mixture with another compound)	-17*	7.1*	12	13	3.6*	5.3*	15	-59*
CC(=O)[C@@]1(O)CC[C@H]2[C@@H]3CC[C@@]4(C)C[C@@H](O)CC[C@]4(C)[C@H]3C(=O)C[C@@H]21	110	102	106	106	114	112	113	108
O=C(Nc1ncc(Cc2ccc(Cl)cc2)s1)c1ccc2c(c1)OCCO2	47	10	8.4*	38	5.8*	4.7*	7.0*	11
NC(=S)N1N=C(c2ccccc2)CC1c1ccc2c(c1)OCO2 (centres undefined)	66	85	63	88	86	77	83	72
CC(=O)Oc1ccccc1C(=O)[Se]C(=NC1CCCCC1)NC1CCCCC1	-78*	-82*	3.9*	-92*	-77*	-16*	-22*	/
CCN(CC)c1ccc(C=Nc2cc(C(C)C)c(O)cc2C)cc1	93	101	91	94	105	102	79	108
COc1ccc(NC(=O)[C@H](C)NC(=O)OC(C)(C)C)cc1C(=O)Nc1cccc(C2CC(=O)c3c(cc(OC)c(OC)c3OC)O2)c1 (some centres undefined)	67	34	30	23	64	21	28	64
CN1CCN(C(=O)OCc2ccc3c(Cl)cc(Cl)c(O)c3n2)CC1	67	44	18	87	61	14	8.3*	91
COc1ccc(/C=C/c2nc(Nc3cccc(-c4ccn[nH]4)c3)c3ccccc3n2)cc1	89	79	59	92	99	89	80	87
O=C(O)Cc1ccc(O)cc1	104&104	102&91	111&102	104&111	103&103	100	98&97	111&110
NC(=O)c1nccc2ccccc12	109	89	99	108	114	104	98	111
C[C@@H]1N=C(c2ccc(Br)cc2)Nc2nc3ccccn3c2C1=O	-0.5*	21	24	49	-13*	30	58	53
CCOC(=O)C1CCc2ccccc2C1=O (centres undefined)	113	98	/	98	106	/	/	108
CN1C(=O)N(C)C2C1NN=c1s/c(=C\c3cccc([N+](=O)[O-])c3)c(=O)n12 (centres undefined)	79	68	52	103	26	32	96	93
CCOC(=O)c1cc2c(n1Cc1ccc(C)cc1)-c1oncc1CC2	109	113	87	97	105	86	76	102
CCOC(=O)Oc1c(OC)cc(C(=O)c2ccc(OC)c(OC(=O)CCl)c2OC)cc1OC	0.2*	17	10	42	-36*	29	30	33
C=CCC1(CC=C)C[C@H]2CO[C@H](O2)C1=O	92	97	/	105	105	/	/	97
CC(C)OC(=O)Nc1cc(F)cc(C(F)(F)F)c1F	87	95	110	100	97	106	102	103

Following part:
canonical_smiles	MDA-MB-468	MCF7	K-562	BT-549	MDA-MB-435	SR	MOLT-4	MDA-MB-231
CCn1cc(-c2cnc3nonc3n2)cn1	74	86	87	93	102	/	87	97
Cn1c(=O)c2[nH]c(C3CC4CCC3C4)nc2n(C)c1=O (centres undefined)	116	97	105	104	114	101	118	102
CSc1ncc(Br)c(Nc2ccc(C)cc2)n1	101	91	85	101	117	93	88	96
COc1cc(OC)c2c(c1)nc(-c1ccccc1)c1c(=O)n(C)c(=O)n(C)c12	103	111	118	104	103	120	119	117
CN(C)CCN1CCCC(CC2(C(F)(F)F)N=N2)C1 (centres undefined)	95	91	87	122	102	97	102	100
COc1cc2nc(Cl)nc(Nc3cccc(C(=O)/C=C/c4cc(OC)c(OC)c(OC)c4)c3)c2cc1OC	92	26	44	77	79	14	76	72
COc1ccccc1/C=C1\Oc2cc3occc3c(OC)c2C1=O	117	80	116	112	100	97	93	80
CC(C)(C)CC(C)(C)n1nnnc1C(Nc1ccccc1)c1cc2cccc3ccc4cccc1c4c32 (centres undefined)	87	62	73	130	84	82	73	75
COc1cc(-c2nc(SCCCCC(=O)NO)[nH]c(=O)c2C#N)cc(OC)c1OC	106	99	106	105	59	87	105	97
O=C(c1ccc(OCCN2CCCCC2)cc1)c1c(-c2ccc(OS(=O)(=O)c3cccc4cccnc34)cc2)sc2cc(OS(=O)(=O)c3cccc4cccnc34)ccc12	100	64	96	93	101	78	84	98
Cc1nn(-c2nc(-c3cc4ccccc4oc3=O)cs2)c(C)c1N=Nc1ccccc1	103	89	93	100	101	90	100	88
CC(=O)c1ccc(NC(=O)CN2CCN(c3cc4c(cc3F)c(=O)c(C(=O)O)cn4C3CC3)CC2)cc1	101	92	97	106	108	/	102	101
N=c1ncn(C2CCOC2=O)c2nc[nH]c12 (centres undefined)	114	103	/	103	101	94	99	95
CCS(=O)(=O)Nc1ccc(-c2ccc(NNC(=O)c3ccccc3)nn2)cc1	99	96	92	105	123	98	85	104
COC(=O)/C=C1/SC(=Nc2ccc([N+](=O)[O-])cc2)N(CCc2c[nH]c3ccc(O)cc23)C1=O	57	31	53	26	43	-22*	11	61
C/C=C1/CN2CCc3c([nH]c4ccccc34)C2CC1C(Cc1c[n+]2c(c3[nH]c4ccccc4c13)CC1C(C(=O)OC)=COC(C)C1C2)C(=O)OC (centres undefined)	105	100	110	99	99	/	99	84
CN1CCN(Cc2ccc(NC(=O)c3cncc(C#Cc4c(N)ncc5c(F)cccc45)c3)cc2C(F)(F)F)CC1	-82*	-67*	-67*	12	-83*	-49*	-72*	-90*
O=C(N=Nc1c(O)[nH]c2c(Br)cc(Br)cc12)Nc1ccc(Cl)cc1	97	71	33	73	80	61	70	68
CCCCCCCCCCCCCCCCCCOc1ccc(CC(=O)OCCC[N+](C)(C)C)cc1	58	87	68	106	/	87	88	87
CCCCc1[nH]nc(-c2n[nH]c(CCCC)c2C)c1C	100	94	91	96	104	/	113	/
OCC(O)C(O)C1OC(O)C(O)C(O)C1O (centres undefined)	87	95	104	99	103	94	102	/
C[C@]12CC[C@@H]3c4ccc(O)cc4CC[C@H]3[C@@H]1CC[C@@H]2OC(=O)CCC1CCCC1	71	100	92	135	58	82	90	96
OCCN1CCCCCC1	110	97	106	95	103	79	114	112
CCCCOC(=O)c1cc(=O)[nH]c(=O)[nH]1	92	99	94	102	106	102	101	103
Cc1oc(-c2ccccc2)cc1C(=O)Nc1ccc(F)cc1	77	61	92	104	102	94	95	90
C[C@H]1[C@@H]2[C@H]3CC[C@@H]4[C@@]5(C)C/C(=C/c6ccc(C(F)(F)F)cc6)C(=O)C(C)(C)[C@@H]5CC[C@@]4(C)[C@]3(C)CC[C@]23COC1(C)[C@@H](C(=O)/C=C\c1ccc(C(F)(F)F)cc1)C3	100	90	90	120	100	102	90	93
COc1cc2c(c(OC)c1OC)C(=O)CC(c1cccc(C(=O)Nc3cccnc3)c1)O2 (centres undefined)	108	84	97	98	105	/	96	88
Nc1nccc(OCCO)n1	107	91	99	/	104	96	100	108
CCc1ccc(Nc2n[nH]c(-c3cccs3)c2C#N)cc1	101	75	28	81	14	42	85	89
CCCN(CCC)/N=C/c1c2c(O)c3c(O)c(C)c4c(c3c1O)C(=O)C(C)(O/C=C/C(OC)C(C)C(OC(C)=O)C(C)C(O)C(C)C(O)C(C)/C=C/C=C(C)C(=O)N2)O4 (centres undefined)	69	63	89	90	89	81	68	85

Shown with each value named: entries from further up.
> Nc1nccc(OCCO)n1
  MDA-MB-468 = 107 | MCF7 = 91 | K-562 = 99 | BT-549 = / | MDA-MB-435 = 104 | SR = 96 | MOLT-4 = 100 | MDA-MB-231 = 108
> CCc1ccc(Nc2n[nH]c(-c3cccs3)c2C#N)cc1
  MDA-MB-468 = 101 | MCF7 = 75 | K-562 = 28 | BT-549 = 81 | MDA-MB-435 = 14 | SR = 42 | MOLT-4 = 85 | MDA-MB-231 = 89
> CCCN(CCC)/N=C/c1c2c(O)c3c(O)c(C)c4c(c3c1O)C(=O)C(C)(O/C=C/C(OC)C(C)C(OC(C)=O)C(C)C(O)C(C)C(O)C(C)/C=C/C=C(C)C(=O)N2)O4 (centres undefined)
  MDA-MB-468 = 69 | MCF7 = 63 | K-562 = 89 | BT-549 = 90 | MDA-MB-435 = 89 | SR = 81 | MOLT-4 = 68 | MDA-MB-231 = 85

2 of the compounds above, as labelled records.
> CCn1cc(-c2cnc3nonc3n2)cn1
  MDA-MB-468: 74	MCF7: 86	K-562: 87	BT-549: 93	MDA-MB-435: 102	SR: /	MOLT-4: 87	MDA-MB-231: 97
> Cn1c(=O)c2[nH]c(C3CC4CCC3C4)nc2n(C)c1=O (centres undefined)
  MDA-MB-468: 116	MCF7: 97	K-562: 105	BT-549: 104	MDA-MB-435: 114	SR: 101	MOLT-4: 118	MDA-MB-231: 102

(list continues)
canonical_smiles	MDA-MB-468	MCF7	K-562	BT-549	MDA-MB-435	SR	MOLT-4	MDA-MB-231
COc1ccc2[nH]c(O)c(N=Nc3nc(-c4ccc(C#N)cc4)cs3)c2c1	78	70	68	63	67	17	84	60
C[C@]12CCC3c4ccc(O)cc4CCC3C1CC[C@@H]2OC(=O)CCC1CCCC1 (some centres undefined)	116	122	93	102	91	95	84	100
O=C(CNc1nnc(-c2ccc(Cl)cc2)o1)Nc1ccc(-c2nc3ccccc3s2)cc1	-10*	35	86	87	97	72	33	99
COc1ccc2oc(=O)c(-c3csc(N/N=C(\C)c4cc(OC)c(OC)c(OC)c4)n3)cc2c1	80	80	92	39	99	70	81	87
CCN(CC)CCOc1ccc(O)cc1	104	83	113	81	98	117	103	99
O=C1CC(=O)N(c2nnc(/C=C/c3ccco3)c(=O)[nH]2)N1	107	97	113	127	123	93	77	132
CSc1nc2c(c(=O)[nH]1)C(c1ccc3c(c1)OCO3)C1=C(N2)/C(=C/c2ccc3c(c2)OCO3)CN(C)C1 (centres undefined)	89	84	76	96	96	82	62	98
CCCCCCCCc1ccc(C(=O)Nc2cccc(O)c2)cc1	91	60	23	51	50	30	35	79
CCCSc1nc2ccc(C)cc2cc1/C=N/O	92	97	94	83	101	/	80	113
COc1ccc2sc3c(NCCCN)nc4ccccc4c3c(=O)c2c1	49	-74*	-57*	82	-79*	2.9*	-17*	25
CC/C(=C(\c1ccc(OCCN2CCCCC2)cc1)c1ccc(OC(=O)c2ccccc2)cc1)c1ccc(OC)cc1	88	39	62	95	92	56	75	93
CCCCC[C@H]1C/C=C2/C(=O)C(Cl)=C[C@@H]2C/C=C\CCCC(=O)O[C@@H](CCCCC)C/C=C2/C(=O)C(Cl)=C[C@@H]2C/C=C\CCCC(=O)O1	-46*	-42*	0.9*	-53*	-16*	-7.2*	3.3*	-30*
CC(C)CCC[C@@H](C)[C@H]1CC[C@H]2[C@@H]3CC=C4c5sc(Nc6ccccc6F)nc5CC[C@]4(C)[C@H]3CC[C@]12C	106	96	91	128	104	96	99	100
Clc1ccc(-c2cc3ccccc3c3nc4ccccc4nc23)cc1Cl	105	93	101	102	101	100	102	100
O=C(c1ccccc1)C(O)c1ccccc1 (centres undefined)	116	102	96	/	104	95	101	110
C[C@H]1[C@H](C)CC[C@]2(CO)CC[C@]3(C)C(=CC[C@@H]4[C@@]5(C)CCCNC(C)(C)[C@@H]5CC[C@]43C)[C@H]12	-79*	-29*	-49*	-66*	-74*	-50*	-46*	-55*
COc1ccc(Nc2nc(/N=C/c3cc(OC)c(OC)c(OC)c3)n[nH]2)cc1	106	89	91	86	98	61	97	108
CN(C)N=Nc1ccccc1Cl	83	105	125	92	87	62	55	98
Cc1cc(C)cc(C(=O)c2cc(Cl)ccc2OCCn2c(=O)ccn(CCOc3ccc(C(C)(C)C)cc3)c2=O)c1	52	55	56	96	76	64	46	61
COc1ccc([N+](=O)[O-])cc1OC	101&108	97&87	103&102	110	107&109	108&89	104&91	108&111
Clc1ccc(C(/C=C/c2sc(Cl)nc2Cl)=N/Nc2cc(Cl)cc(Cl)c2)cc1	107	100	95	115	101	/	97	103
COc1ccccc1/C=C1\Oc2cc(O)ccc2C1=O	113	99	99	127	100	84	112	105
O=C1c2ccccc2C(=O)N1OCCCN1C(=O)c2ccccc2S1(=O)=O	/	94	90	101	108	/	108	120
CCOC(=O)c1cnn(-c2nc(-c3ccc(F)cc3)c(C#N)c(N3CCOCC3)n2)c1N	93	90	92	96	99	82	90	107
Nc1ccn(C2CC(O)C(CO)O2)c(=O)n1 (centres undefined)	103	103	99	/	107	93	104	115
